# Compound activity deposited in PubChem BioAssay by several laboratories.
# Vif imaging: HIV Vif self-association inhibitors, primary screen, imaging, HEK293T, single point; HEK293T cells, Vif self-association by quenched fluorescence, 24 h; inhibition, % at 7.49 µM; 0.35% of 340,000 active; AID 602346, 2012; in the data active means inhibition above about 50%, passing the limit was not always enough; further: some results filed as inactive read as strong as hits
# Granule exo inh: LAMP-1 surface exposure blockers, TALL-104 cells – cell-based, flow cytometry, MLPCN library, primary screen. 0.66% of 360,000 active. inhibition, % at 10 µM. TALL-104 LAMP-1 surface exposure; cells stimulated with thapsigargin and PMA. AID 651702, 2012;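 active means inhibition above about 55%, limit read from the data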
# ABHD5-PLIN5 inh: ABHD5-PLIN5 interaction inhibitors, primary screen, cell lysate, split luciferase complementation, luminescence; Perilipin-5 (Homo sapiens) + 1-acylglycerol-3-phosphate O-acyltransferase ABHD5 (Homo …; Split G. princeps luciferase complementation, 4 h; inhibition, % at 4 µM; 0.78% of 360,000 active;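 active means inhibition above the mean inhibition across every tested compound plus 3 SD, cut at about 22% in these data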;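 further: 0% = DMSO only wells and the 100% control is not disclosed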
# Target sequence (Q00G26 whole entry, looked up): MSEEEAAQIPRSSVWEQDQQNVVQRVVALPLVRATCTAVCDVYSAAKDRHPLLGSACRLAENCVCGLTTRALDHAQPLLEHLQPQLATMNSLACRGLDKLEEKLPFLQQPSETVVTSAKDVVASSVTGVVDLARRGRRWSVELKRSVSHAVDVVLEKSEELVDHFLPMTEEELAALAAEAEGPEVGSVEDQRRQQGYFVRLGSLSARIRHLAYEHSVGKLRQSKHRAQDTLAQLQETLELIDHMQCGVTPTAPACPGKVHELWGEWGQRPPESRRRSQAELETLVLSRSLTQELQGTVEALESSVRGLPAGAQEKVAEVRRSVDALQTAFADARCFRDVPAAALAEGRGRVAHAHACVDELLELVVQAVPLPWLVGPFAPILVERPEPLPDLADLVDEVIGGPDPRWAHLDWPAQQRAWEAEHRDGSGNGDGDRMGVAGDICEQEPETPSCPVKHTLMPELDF
# Target sequence (Q8WTS1 whole entry, looked up): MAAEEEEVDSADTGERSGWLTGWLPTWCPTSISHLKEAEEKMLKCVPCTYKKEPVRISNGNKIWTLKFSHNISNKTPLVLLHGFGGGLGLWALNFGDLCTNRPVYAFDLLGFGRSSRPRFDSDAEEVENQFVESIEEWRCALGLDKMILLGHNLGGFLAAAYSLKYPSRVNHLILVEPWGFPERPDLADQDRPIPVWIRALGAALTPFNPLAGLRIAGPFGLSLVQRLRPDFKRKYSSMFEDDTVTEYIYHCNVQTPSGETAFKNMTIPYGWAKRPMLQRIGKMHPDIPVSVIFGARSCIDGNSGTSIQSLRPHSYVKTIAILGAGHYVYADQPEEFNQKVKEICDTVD
# MC4R antag cAMP: MC4R antagonists of cAMP signaling, primary screen, cell-based, TR-FRET, antagonist arm of biased-ligand search. AID 540295, 2011. inhibition, % at 6.5 µM. 0.48% of 360,000 active. MC4R-expressing cells, MTII-stimulated cAMP, LANCE TR-FRET;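 active means inhibition above its plate's cutoff, the mean of tested wells on that plate plus 3 SD, cut at about 29% in these data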;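 further: 0% = Melanotan II alone and 100% = Melanotan II plus saturating MCL0020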
#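 Test system: U2OS cells stably expressing human melanocortin 4 receptor (MC4R); also added: Melanotan II challenge; compound: 6.5 µM single dose; timing: 30-min compound preincubation, 1-h Melanotan II challenge, 1-h detection, room temperature; signal: Eu-cAMP/anti-cAMP TR-FRET, emission 671 nm; repeats: one well per compound, no replicates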
# NOD2-RIPK2 inh: NOD2-RIPK2 binding disruptors in cells, primary screen, fluorescence, CHO cells, BLA complementation | CCF4 ratio | 0.38% of 360,000 active | inhibition, % at 4.98 µM | Receptor-interacting serine/threonine-protein kinase 2 (Homo sapiens), O43353; in the data active means inhibition above about 21%;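 further: 0% = vehicle only and 100% = reference blocker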
# MC4R barr agon: MC4R agonists recruiting beta-arrestin, primary screen, cell-based, luminescence, agonist arm of biased-ligand search | U2OS MC4R beta-arrestin complementation; percent of melanotan II response, DMSO zero | activation, % at 8.9 µM | 0.98% of 360,000 active | AID 540308, 2011;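 active means activation above a per-plate cutoff, the mean activation of sample wells on that plate plus 3 SD, cut at about 8% in these data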
# TLR9-MyD88 block: inhibitors of TLR9-MyD88 association in cells, primary screen, cell-based, CHO, BLA complementation, fluorescence. Toll-like receptor 9 (Homo sapiens) + Myeloid differentiation primary response protein …. CCF4 FRET ratio. 0.21% of 340,000 active. inhibition, % at 4.98 µM;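 active means inhibition above the mean over all tested compounds plus 3 SD, cut at about 21% in these data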;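 further: 0% = DMSO only wells and 100% = clavulanate BLA inhibitor control wells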
# N-glyco inh: increase of ERlucT glycosylation luciferase signal, primary screen, N-linked glycosylation inhibitor project, D54 ERlucT cells, luminescence, set 2. reporter increase, % at 12.5 µM. D54 ERlucT glycosylation luciferase reporter, 24 h; percent of 100 nM tunicamycin response. 0.23% of 360,000 active. AID 588692, 2011;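 active means mean luciferase reporter signal, scaled so untreated is 0 and the glycosylation-blocking control 100, at or above a set limit in every replicate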;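 further: luciferase carries N-glycosylation sites so blocking glycosylation raises the light; 0% = median of neutral control wells and 100% = median of 100 nM tunicamycin wells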
# aDG glyco up: activators of alpha-DG glycosylation, primary screen, uHTS, Pro5-aDG cells, AlphaScreen | AID 624168, 2012 | alpha-DG glycosylation AlphaScreen (IIH6); 0% Pro5, 100% B10-LARGE cell signal | activation, % at 10 µM | 0.22% of 360,000 active;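 active means activation of at least 8% versus controls, or a plate z-score of at least 8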;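 further: Pro5 are CHO cells carrying HIG-tagged alpha-DG that lacks glycosylation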
# ABCB6 inh 2: ABCB6 transporter inhibitors, primary screen, K562-ABCB6 cells, flow cytometry, MLPCN library; K562-ABCB6 porphyrin accumulation, 1 h; hits give low values; 0.19% of 360,000 active; ATP-binding cassette sub-family B member 6 (Homo sapiens), Q9NP58; fluorescence ratio to DMSO, % at 10 µM;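 active means fluorescence ratio to DMSO below 75%, the collection mean minus 3 SD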;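 further: signal is porphyrin accumulated inside mitochondria; 100% equals median channel fluorescence of DMSO control wells; lower ratio means ABCB6 inhibition with less porphyrin fluorescence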
# * hit, by the source's call; nt = no result given. An excerpt (hit frequency here may not be typical).
1	Nc1ccccc1C(=O)OCc1ccc([N+](=O)[O-])cc1
2	Cc1cccc(CN2CCCC(C(=O)c3ccc(C(F)(F)F)cc3)C2)n1 (configuration not stated)
3	Nc1ccc([As](=O)(O)O)cc1
4	COC(=O)C1=C(c2ccc(F)cc2OCc2ccccc2)C[C@@H]2CC[C@H]1N2C(=O)NCCNC(C)=O
5	O=C(COc1ccccc1)N1CCN(CC2CC3C=CC2C3)CC1 (configuration not stated)
6	COC[C@H]1OC(=O)c2coc3c2[C@@]1(C)C1=C(C3=O)[C@@H]2CCC(=O)[C@@]2(C)C[C@H]1OC(C)=O
7	C[C@]12CCC3C(CC[C@H]4C[C@@H](O)CC[C@]34C)C1C[C@@H](N)[C@@H]2O (some centres not stated)
8	O=C(O)C1C2c3ccccc3C(O)C1(C(=O)O)c1ccccc12 (configuration not stated)
assay / entry,1,2,3,4,5,6,7,8
Vif imaging,26,0,-12,-2,3,-4,14,26
Granule exo inh,1,-2,-3,10,4,-2,-10,4
ABHD5-PLIN5 inh,3,3,-6,-17,2,26*,-1,0
MC4R antag cAMP,0,7,6,6,6,-8,2,4
NOD2-RIPK2 inh,-9,-1,-1,-2,2,0,5,-3
MC4R barr agon,-2.8,-1.6,-0.7,2.0,-0.9,3.6,-2.8,-1.0
TLR9-MyD88 block,-4,-8,5,-7,-15,-12,4,-5
N-glyco inh,-2,-2,0,3,2,3,-6,1
aDG glyco up,-0.2,0.1,0.0,0.1,0.0,0.1,0.5,-0.1
ABCB6 inh 2,95,94,84,98,99,105,101,106

9	Cc1ccc(C2CN(C)CC2C(=O)c2ccc(F)cc2)cc1 (configuration not stated)
10	CCCOC(=O)COc1cc(C)cc2oc(=O)c3c(c12)CCC3
11	CCOC(=O)c1[nH]ncc1CN1CCCC(C(=O)c2cccc(Cl)c2)C1 (configuration not stated)
12	Cc1ccccc1-n1c(C)nc2ccsc2c1=O
13	Cc1c(C)c2cc(Cl)c(OCC(=O)N3C[C@H]4C[C@@H](C3)c3cccc(=O)n3C4)cc2oc1=O
14	Cn1cc(C(=O)Cc2ccccc2)c2ccccc21
15	CCN1c2nc3ccccn3c(=O)c2CC2(C(=O)N(C)C(=O)N(C)C2=O)C1C (configuration not stated)
16	CCCCn1c(O)c(/C=N/N2CCOCC2)c(=O)[nH]c1=S
assay / entry,9,10,11,12,13,14,15,16
Vif imaging,-7,-3,2,15,-1,-5,-1,-2
Granule exo inh,8,2,-12,-4,1,-10,-1,-10
ABHD5-PLIN5 inh,0,-4,-4,9,3,0,-2,-22
MC4R antag cAMP,3,3,9,-9,8,9,-1,3
NOD2-RIPK2 inh,-10,2,-3,-5,-2,-4,-6,-6
MC4R barr agon,-0.2,4.8,0.3,1.3,-2.3,-1.6,0.8,-0.9
TLR9-MyD88 block,8,-10,12,1,-3,-7,-6,2
N-glyco inh,-3,3,0,3,-3,-2,0,1
aDG glyco up,0.0,0.1,0.4,0.0,-0.1,-0.2,-0.3,-0.1
ABCB6 inh 2,99,102,95,99,100,102,101,106

17	COc1ccc2c(c1O)-c1cccc3c1[C@@H](C2)N(C)CC3
18	NC(C(=O)O)c1cc(=O)[nH]o1 (configuration not stated)
19	CCNC(=O)N1Cc2ccccc2-n2nncc2C1
20	CCCCC/C(=N/O)c1c(C)[nH]c2ccccc12
21	CC(C)n1c(=O)c(C=Nc2cccc([N+](=O)[O-])c2)c(O)n(CCc2ccccc2)c1=O
22	O=c1[nH]c(O)c(C=Nc2cc(F)cc(F)c2)c(=O)[nH]1
23	CN1C2CCC1CC(OC(c1ccccc1)c1ccccc1N)C2 (configuration not stated)
24	COC(=O)C1=C(c2ccc(OCc3ccccc3)cc2)C[C@@H]2CC[C@H]1N2C(=O)NCc1ccc(OC)c(OC)c1
assay / entry,17,18,19,20,21,22,23,24
Vif imaging,-3,-17,-1,-7,-7,-1,4,-1
Granule exo inh,4,-3,0,1,-1,-5,6,-5
ABHD5-PLIN5 inh,1,2,-4,-2,-14,14,-2,4
MC4R antag cAMP,10,8,-4,0,25,-1,-3,12
NOD2-RIPK2 inh,10,-3,-1,4,-7,-7,-8,-6
MC4R barr agon,-0.6,-1.8,0.4,3.3,2.2,-0.5,-0.2,-1.0
TLR9-MyD88 block,-6,-4,8,-6,-10,-10,-8,-1
N-glyco inh,-1,0,2,0,-3,0,-2,-2
aDG glyco up,0.2,-0.2,-0.2,0.1,-0.1,0.8,0.2,0.2
ABCB6 inh 2,97,89,92,107,101,95,89,92

25	COC(=O)NC(=S)Nc1ccccc1NC(=S)NC(=O)OC
26	CCOC(=O)N(C)c1ccc(C(O)(C(=O)OCC)C(F)(F)F)cc1 (configuration not stated)
27	COCCNC(=O)CN1C(=O)C(C)N=C(c2ccccc2)c2cc(Cl)ccc21 (configuration not stated)
28	CCN(CC)c1ccc(/C=C2\C(=O)NC(=O)N(CC3CCCO3)C2=O)cc1 (configuration not stated)
29	COc1cccc(N2CCN(Cc3cccc(Cl)c3)CC2)c1
30	O=P(Nc1ccccc1)(Nc1ccccc1)Oc1cccc(Cl)c1
31	CC1Oc2cc3c(-c4c(O)cc(O)c5c(O)c6c(cc45)OC(C)C(C)C6=O)c(O)cc(O)c3c(O)c2C(=O)C1C (configuration not stated)
32	C#CCOc1ccc2c(c1)c(C(C)=O)c(C)n2Cc1ccccc1
assay / entry,25,26,27,28,29,30,31,32
Vif imaging,2,-7,-13,-17,12,15,-7,0
Granule exo inh,-2,-2,0,36,-2,4,-1,60*
ABHD5-PLIN5 inh,1,-1,-7,7,0,-1,3,-3
MC4R antag cAMP,5,18,2,0,-5,1,20,-5
NOD2-RIPK2 inh,-1,-4,-14,-1,-5,1,-4,4
MC4R barr agon,-2.5,0.3,0.3,-2.9,-1.0,2.7,9.7*,1.1
TLR9-MyD88 block,-7,-7,3,13,1,-3,14,-8
N-glyco inh,2,1,3,1,2,-1,-12,-2
aDG glyco up,-0.2,0.0,0.1,-0.4,0.9,0.0,0.3,0.2
ABCB6 inh 2,105,97,88,114,115,97,139,91

33	Cc1ccc(Cn2ccccc2=N)cc1
34	O=C(COc1ccccc1F)N1CCN(CCN2C(=O)c3cccc4cccc(c34)C2=O)CC1
35	O=C(NCCN1CCC2(CC1)C(=O)NCN2c1cccc(F)c1)c1ccc2ccccc2c1
36	Clc1cccc(N2Cc3cc(N4CCOCC4)ccc3-n3nncc3C2)c1
37	COc1ccc(OCC#CCN2CCNCC2)cc1
38	O=C1CN=C(c2ccccc2)c2cc([N+](=O)[O-])ccc2N1
39	O=C(O)CNC1c2ccccc2CSc2ccccc21 (configuration not stated)
40	NCC(CC(=O)O)C1CCCCC1 (configuration not stated)
assay / entry,33,34,35,36,37,38,39,40
Vif imaging,-7,1,nt,-3,-3,-3,-2,-8
Granule exo inh,-3,-3,10,5,1,1,-6,0
ABHD5-PLIN5 inh,3,5,9,0,2,4,1,-6
MC4R antag cAMP,10,4,nt,nt,1,7,4,-3
NOD2-RIPK2 inh,12,-8,1,-9,-3,6,-4,3
MC4R barr agon,-0.8,-0.7,nt,nt,0.6,-0.8,0.5,1.6
TLR9-MyD88 block,-2,9,nt,nt,-5,0,nt,-6
N-glyco inh,-2,4,nt,2,2,1,0,2
aDG glyco up,0.0,-0.1,1.1,-0.2,0.1,-0.2,0.1,0.0
ABCB6 inh 2,105,88,95,95,103,95,94,102

# Three of these compounds, set out differently.
# Value order: Vif imaging | Granule exo inh | ABHD5-PLIN5 inh | MC4R antag cAMP | NOD2-RIPK2 inh | MC4R barr agon | TLR9-MyD88 block | N-glyco inh | aDG glyco up | ABCB6 inh 2
36: Clc1cccc(N2Cc3cc(N4CCOCC4)ccc3-n3nncc3C2)c1
    -3 | 5 | 0 | nt | -9 | nt | nt | 2 | -0.2 | 95
34: O=C(COc1ccccc1F)N1CCN(CCN2C(=O)c3cccc4cccc(c34)C2=O)CC1
    1 | -3 | 5 | 4 | -8 | -0.7 | 9 | 4 | -0.1 | 88
38: O=C1CN=C(c2ccccc2)c2cc([N+](=O)[O-])ccc2N1
    -3 | 1 | 4 | 7 | 6 | -0.8 | 0 | 1 | -0.2 | 95

# Back to the main list with the 3 entries that preceded the break.
38	O=C1CN=C(c2ccccc2)c2cc([N+](=O)[O-])ccc2N1
39	O=C(O)CNC1c2ccccc2CSc2ccccc21 (configuration not stated)
40	NCC(CC(=O)O)C1CCCCC1 (configuration not stated)
41	O=C1NCN(c2ccccc2)C12CCN(C(c1cccc3ccccc13)c1nnnn1C1CCCCC1)CC2 (configuration not stated)
42	Cc1cc(Cl)nc(N)n1
43	CC(C)NC(C)Cc1ccc(I)cc1 (configuration not stated)
44	C[C@]12CC[C@H]3[C@@H](CCC4=CC(=O)CC[C@@H]43)[C@@H]1CC[C@@H]2O
45	CN(C)C(=O)OCc1n(C)cc[n+]1C
46	CC(=O)N1N=C2C3CCN(CC3)C2C1c1ccccc1 (configuration not stated)
47	CC(C)NC(=O)Cn1cc(C(=O)c2ccccc2F)c2ccccc21
48	Cc1ccc(C2=NCC(=O)N(CC(=O)N3CCCCC3)c3sc(C)c(C)c32)cc1
49	CCC1C2Cn3c(nc4ccccc43)C1N(C)O2 (configuration not stated)
50	NP(=O)(Oc1ccc(Cl)cc1)Oc1ccc(Cl)cc1
51	Fc1ccc2c(c1)nnn2C1CCN(Cc2ccccc2)CC1
assay / entry,38,39,40,41,42,43,44,45,46,47,48,49,50,51
Vif imaging,-3,-2,-8,-3,-1,-5,-6,0,-1,nt,-3,1,23,-2
Granule exo inh,1,-6,0,-1,0,-3,5,-6,2,0,-2,1,1,0
ABHD5-PLIN5 inh,4,1,-6,-7,0,-7,9,1,1,14,1,-3,0,-2
MC4R antag cAMP,7,4,-3,nt,5,0,1,-4,3,8,19,8,6,-5
NOD2-RIPK2 inh,6,-4,3,-17,1,0,-14,5,-22,-5,-2,-1,6,-12
MC4R barr agon,-0.8,0.5,1.6,nt,0.9,0.6,0.2,-1.7,0.3,-2.0,0.1,-0.7,-1.7,0.2
TLR9-MyD88 block,0,nt,-6,nt,-4,10,-14,-2,4,-8,-3,-9,1,-7
N-glyco inh,1,0,2,-5,4,-8,-4,0,1,-1,-2,2,0,-3
aDG glyco up,-0.2,0.1,0.0,0.1,-0.3,-0.1,0.1,-0.2,0.0,-0.3,0.3,-0.2,-0.1,-0.3
ABCB6 inh 2,95,94,102,97,99,104,103,102,99,92,99,89,93,104
